# HEK293 NOD2/NF-kB = inhibition of NOD2-driven NF-kB reporter – cell-based, luminescence, uHTS, HEK293 (AID 1566); HEK293 NOD2/NF-kB luciferase reporter, luminescence; higher % means a stronger effect; inhibition, % at 4 µM, or EC50 in µM where a hit was titrated; 0.63% of 290,000 active; note: many of its hits are not listed in these tables
# KOR beta-arrestin-1 = KOR antagonists, beta-arrestin recruitment, cell-based, luminescence, uHTS (AID 1778) | 0.091% of 290,000 active | inhibition, % at 10 µM, or IC50 in µM where a hit was titrated | KOR beta-arrestin recruitment, luminescence, antagonist mode; higher % means a stronger effect; note: strong numbers were not always called active
# GPR55 beta-arrestin = GPR55 agonists via beta-arrestin recruitment, primary screen, imaging, U2OS cells, beta-arrestin-GFP redistribution (AID 1961). one-dose activation, % at 10 µM; EC50 in µM for titrated hits. 0.048% of 290,000 active. U2OS GPR55 beta-arrestin-GFP redistribution imaging; higher % means a stronger effect;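 active = activation above 40% with more than 50 cells counted in the well; inconclusive = wells holding fewer than 50 cells, flagged as toxic or sparse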;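 note: U2OS osteosarcoma cells stably expressing GPR55 and beta-arrestin-GFP; plate controls were DMSO negative control for no effect and LPI positive control for full effect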
# GPR55 antagonists = GPR55 antagonists blocking LPI-driven arrestin recruitment, primary screen, imaging, U2OS, beta-arrestin-GFP, LPI agonist (AID 2013); U2OS GPR55 beta-arrestin-GFP translocation imaging, LPI antagonism; higher % means a stronger effect; inhibition, % at 10 µM; hits with a dose series show IC50 in µM; 0.13% of 290,000 active;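 active = spots per cell inhibited over 60%, with over 100 cells counted and total cytoplasm intensity under 500,000; inconclusive = wells with under 100 cells, flagged as likely toxic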;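 note: U2OS cells stably carrying GPR55 and arrestin-GFP stimulated by 5 µM LPI near EC80; imaged beta-arrestin-GFP aggregate spots per cell after agonist stimulation; plate controls were LPI-stimulated DMSO wells for no effect and DMSO wells without LPI for full effect; some results filed as inactive read as strong as hits; confirmed hits need IC50 under 10 µM and bright autofluorescent wells are also inconclusive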
# KOR beta-arrestin-2 = kappa opioid receptor activators – cell-based, luminescence, uHTS, primary screen (AID 1777); KOR beta-arrestin recruitment, luminescence; higher % means a stronger effect; activation, % at 10 µM, or EC50 in µM where a hit was titrated; 0.02% of 280,000 active; in the data active = activation above about 50%, passing the limit was not always enough; note: a part of the inactive calls stands beside numbers as strong as those of hits
# NOD1 NF-kB reporter = inhibition of NOD1-driven NF-kB reporter – cell-based, luminescence, uHTS, primary screen (AID 1578) | 1% of 290,000 active | NOD1-driven NF-kB luciferase reporter cells, luminescence; higher % means a stronger effect | one-dose inhibition, % at 4 µM; EC50 in µM for titrated hits; in the data active = inhibition mostly above about 36%, no sharp cut-off; inactive = mostly below about 34%;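 note: HEK-293T reporter cells stimulated with the NOD1 agonist gamma-tri-DAP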
# Myeloid diff 2 = promotes myeloid progenitor differentiation; 1% of 360,000 active; AID 624256; calls only at 10 µM; ER-HoxA9 myeloid progenitors, lysozyme-GFP differentiation, flow cytometry;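 active = normalized GFP-positive differentiation at or above the plate's own cutoff, the solvent-only control mean plus 3 SD; inconclusive = no clear call, values can overlap the other calls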;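 note: cells exposed to compound for four days before flow analysis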
# HIV fusion peptide = cell-free HIV fusion peptide-binding blockers – biochemical, uHTS, fluorescence dequenching, primary screen (AID 1986); cell-free peptide binding, fluorescence dequenching, 30 min; higher % means a stronger effect; inhibition, % at 20 µM, or IC50 in µM where a hit was titrated; 0.3% of 290,000 active; in the data active = inhibition mostly above about 52%, no sharp cut-off; inactive = mostly below about 76%; note: some results filed as inactive read as strong as hits
# GPR35 antagonists = GPR35 antagonists blocking zaprinast-driven arrestin recruitment, primary screen, imaging, U2OS, beta-arrestin-GFP, zaprinast agonist (AID 2058); 0.052% of 290,000 active; U2OS GPR35 beta-arrestin-GFP translocation imaging, zaprinast antagonism; higher % means a stronger effect; inhibition, % at 10 µM, or IC50 in µM where a hit was titrated;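 active = inhibition of at least 50% with at least 30 cells and total cytoplasm GFP at most 10,000,000; inconclusive = under 30 cells or total GFP of 10,000,000 plus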
# Myeloid diff 2 GFP+ MAC1+ % = further read-out of Myeloid diff 2, marked with its call; GFP+ MAC1+ double positive, %; measured here: differentiation confirmed by MAC1 staining
# The depositor's hits bear a star; i = inactive; ? = inconclusive; / = not tested or not shown; [ ] = dose if it differs, or a comment. Cut-off read from the data, not from the text of the source, unless noted: active = inhibition above about 50%; inactive = the rest. Only part of the results is shown, so the mix of outcomes need not match the whole.
SMILES,HEK293 NOD2/NF-kB,KOR beta-arrestin-1,GPR55 beta-arrestin,GPR55 antagonists,KOR beta-arrestin-2,NOD1 NF-kB reporter,Myeloid diff 2,Myeloid diff 2 GFP+ MAC1+ %,HIV fusion peptide,GPR35 antagonists
CC(C)NC(=S)N=Nc1c(O)[nH]c2ccc([N+](=O)[O-])cc12,15%,3%,-0.6%,17%,-6.5%,-9%,i,0.4,-3.1%,13%
CCCn1c(SCC(=O)Nc2ccc3c(c2)OCO3)nc2c1c(=O)n(C)c(=O)n2C,6%,-18%,-0.2%,-7%,-1.7%,-2%,i,2.8,19%,2%
COc1ccccc1C(C#N)c1cccc(Cl)n1 (centres undefined),19%,-11%,-0.1%,1%,3.4%,4%,i,0.3,3.4%,-13%
COc1ccc(OC)c(CCNC(=O)CCCC(=O)n2ncc3cc(C)ccc32)c1,-6%,-9%[20 µM],-0.1%,15%,1.0%,-5%,i,1.4,-0.8%,7%
Cc1ccc(C(C(=O)NCc2ccco2)N(C(=O)CNC(=O)c2cccs2)c2ccc(C)cc2)cc1 (centres undefined),-12%,-19%,-0.2%,-7%,7.2%,-14%,i,0.5,4.7%,9%
O=C(Nc1ccccc1C(=O)Nc1ccccn1)c1cc(F)c(F)cc1Cl,9%,6%[20 µM],0.3%,3%,-5.6%,-15%,i,0.3,-1.0%,-5%
Cc1ccsc1/C=C/C1=Cc2c(sc(NC(=O)CSc3n[nH]c(N)n3)c2C#N)C(C)(C)C1,7%,-1%,0.7%,2%,-7.5%,-36%,i,3.1,2.6%,16%
COC(=O)C1=C(C)N(c2cccc(OC)c2)C(=O)/C1=C\c1ccco1,25%,14%,-0.4%,12%,6.7%,-11%,i,0.5,17%,-7%
O=c1[nH]c(N2CCN(c3ccccc3)CC2)nc2c1CCCC2,-8%,20%,-0.1%,6%,-6.2%,-39%,i,0.7,2.4%,1%
CCN(CC)S(=O)(=O)c1cccc(-c2nnc(SCC(=O)NC)n2N)c1,3%,-25%,0.2%,-23%,0.0%,2%,i,0.1,-1.5%,6%
COc1ccc(OCCn2c(C)c(/C=N/n3cnnc3)c3ccccc32)cc1,-32%,-20%,0.0%,-12%,3.1%,-6%,i,1.7,2.3%,8%
CCc1c(C)nc2ncnn2c1Nc1ccc(C)c(C)c1,22%,-32%,0.0%,10%,-4.2%,-21%,i,1.0,-3.0%,1%
CCOP(=O)(OCC)/C(C#N)=C/c1cc(OC)ccc1OC,14%,27%,0.2%,-5%,-1.1%,-2%,i,0.7,3.3%,-1%
CC(=O)N1CCOc2cc(S(=O)(=O)NC(C)c3ccccc3)c(Cl)cc21 (centres undefined),7%,-2%[20 µM],-0.1%,-5%,-3.1%,60%*,i,5.8,10%,11%
Cc1cc(NC(=O)c2ccc(C)c(C)c2)no1,-54%,-23%[20 µM],0.0%,-4%,-5.7%,-48%,i,0.3,-0.4%,2%
CS(=O)(=O)N(CCc1ccccc1)CC(=O)NCc1ccncc1,8%,-18%,-0.1%,4%,-0.9%,-11%,i,0.7,0.2%,-1%
O=C(NN=C1CCCCCC1)c1cn(-c2ccccc2)nc1-c1ccccc1,7%,21%,-0.2%,5%,-3.6%,-14%,i,0.2,0.3%,8%
N#CC(c1cccc(Cl)c1)c1ncc(C(F)(F)F)cc1Cl (centres undefined),14%,-13%,0.6%,27%,0.5%,18%,i,1.1,2.1%,16%
Cn1nccc1C(=O)Oc1cccc(/C=N/NC(=O)c2ccccc2O)c1,-24%,-17%,0.2%,10%,-5.4%,-36%,i,0.3,-2.0%,-2%
COc1ccccc1C(=O)OCC(=O)Nc1cc(S(=O)(=O)N2CCOCC2)ccc1N1CCCC1,9%,0%,0.5%,12%,-4.0%,-25%,i,0.1,-1.1%,-8%
O=C(CCCCCN1C(=O)c2ccccc2C1=O)Nc1ccc(F)cc1,5%,-11%,-0.2%,-2%,-6.4%,-19%,i,0.5,-0.4%,-9%
CCCCOc1ccc(C(=O)NCCc2cccs2)cc1,-50%,12%,1.1%,4%,1.6%,-44%,i,0.4,-1.9%,2%
CCCNC(=O)C1CCN(c2cc(-c3ccccc3)nc3ncnn23)CC1,-12%,-10%[20 µM],-0.1%,4%,/,-59%,i,0.2,1.5%,-6%
CC(=O)N1c2ccc(S(=O)(=O)N3CCC(C(=O)Nc4cccc(C(F)(F)F)c4)CC3)cc2CC1C (centres undefined),29%,-41%,-0.1%,-15%,-2.7%,17%,?,/,1.6%,-3%
COc1ccc(OC)c(/C=C2\Oc3cc(OCC(=O)N4CC(O)C[C@H]4C(=O)O)ccc3C2=O)c1 (some centres undefined),-3%,-21%[20 µM],-0.1%,-4%,-0.8%,40%,i,3.0,2.3%,-3%

# Shown with values under each structure: 2 of the compounds above.
# Value order – HEK293 NOD2/NF-kB, KOR beta-arrestin-1, GPR55 beta-arrestin, GPR55 antagonists, KOR beta-arrestin-2, NOD1 NF-kB reporter, Myeloid diff 2, Myeloid diff 2 GFP+ MAC1+ %, HIV fusion peptide, GPR35 antagonists
> O=C(CCCCCN1C(=O)c2ccccc2C1=O)Nc1ccc(F)cc1
 : 5%, -11%, -0.2%, -2%, -6.4%, -19%, i, 0.5, -0.4%, -9%
> CCN(CC)S(=O)(=O)c1cccc(-c2nnc(SCC(=O)NC)n2N)c1
 : 3%, -25%, 0.2%, -23%, 0.0%, 2%, i, 0.1, -1.5%, 6%

# The results go on:
SMILES,HEK293 NOD2/NF-kB,KOR beta-arrestin-1,GPR55 beta-arrestin,GPR55 antagonists,KOR beta-arrestin-2,NOD1 NF-kB reporter,Myeloid diff 2,Myeloid diff 2 GFP+ MAC1+ %,HIV fusion peptide,GPR35 antagonists
O=C(NCc1ccco1)Nc1ccc2nsnc2c1,0%,26%,-0.1%,2%,0.5%,-12%,i,1.7,4.6%,10%
CC(C)N1CCN(Cc2nc(-c3ccccc3)cs2)CC1CCO (centres undefined),-39%,-19%,0.0%,6%,-0.1%,-45%,i,0.7,0.8%,4%
Cc1ccc(NC(=O)C(=O)NCC2OCCc3ccccc32)cc1 (centres undefined),4%,-2%,-0.1%,6%,/,-30%,i,0.4,-1.5%,-3%
CCOC(=O)C1=C(C)N=c2s/c(=C/c3ccccc3)c(=O)n2C1c1ccc(OC)c(OC)c1 (centres undefined),2%,17%,0.5%,5%,3.8%,-28%,i,0.9,0.1%,-14%
Cc1cccc(-n2ncc3c(NCc4cccnc4)ncnc32)c1,-76%,-5%,-0.1%,2%,4.5%,-10%,i,2.0,0.4%,1%
N#C/C(=C\c1ccc(Oc2ccc(C(F)(F)F)cc2[N+](=O)[O-])cc1)c1nc2ccccc2[nH]1,-24%,-1%,0.3%,15%,-3.2%,-25%,i,1.4,6.7%,20%
COc1ccc(-n2nc3cc(C)c(NC(=O)c4cccnc4)cc3n2)cc1,-45%,7%,-0.2%,-1%,-0.2%,-41%,i,0.8,-0.2%,-5%
Cc1cc(C(=O)NNC(=O)Nc2ccc(Cl)cc2)no1,4%,6%,-0.2%,4%,-2.3%,-4%,i,0.4,0.4%,-4%
CC1(C)Cc2c(c(N3CCOCC3)nc3sc(C(=O)Nc4ccccc4)c(N)c23)CO1,4%,-31%,-0.2%,4%,1.9%,-22%,i,0.0,2.0%,-7%
COc1ccc(C(C(=O)NC(C)(C)C)N(Cc2ccccc2)C(=O)CCC(=O)Nc2cc(C)on2)cc1 (centres undefined),6%,15%[20 µM],1.2%,-7%,/,-12%,i,0.2,0.0%,8%
COc1cc2cc(C(=O)O)n(C)c2c(OC)c1OC,16%,-10%,-0.1%,12%,-1.7%,2%,i,1.5,0.0%,15%
CC(CCc1ccccc1)NC(=O)CCC(=O)N1CCC(C(=O)O)CC1 (centres undefined),14%,-37%[20 µM],0.0%,10%,-5.9%,-19%,i,0.5,-0.6%,3%
COc1cc2c(OC)cccc2cc1C(=O)O,-14%,4%,-0.1%,-8%,-1.4%,-14%,i,10,3.9%,-1%
COc1cc2c(cc1NC(=O)COC(=O)[C@@H](NC(=O)c1ccccc1F)C(C)C)oc1ccccc12,0%,37%,-0.1%,0%,3.0%,-32%,i,0.9,1.6%,5%
Cc1ccc(-n2ncc3c(=O)n(CC(=O)NCC4CCCO4)cnc32)cc1 (centres undefined),8%,-33%,0.3%,10%,2.5%,-18%,/,/,0.0%,11%
COc1ccc(N2CCN(C(=O)C3CCN(S(=O)(=O)c4c(C)noc4/C=C/N(C)C)CC3)CC2)cc1,8%,3%,0.2%,-8%,-3.8%,-9%,i,0.9,-1.0%,-8%
CC(=O)Nc1ccc(S(=O)(=O)NC2(C(F)(F)F)C(=O)Nc3c2c(=O)[nH]c(=O)n3Cc2cccnc2)cc1 (centres undefined),-8%,-17%,-0.2%,-1%,7.9%,-16%,i,0.2,0.8%,5%
CCOCCCNCc1ccc(OCc2ccccc2Cl)cc1,-33%,-9%,0.1%,13%,-1.1%,-17%,i,0.2,-2.8%,-4%
COc1ccc(CC(=O)c2ccc(OC)c(OC)c2)cc1,4%,31%,-0.2%,-1%,-1.0%,-20%,i,2.8,-1.6%,-2%
CSc1cccc(NC(=O)CSc2ccc(Cl)cc2)c1,-5%,12%,-0.1%,12%,-2.8%,-22%,i,0.2,1.3%,9%
Cc1cc(S(=O)(=O)NCc2cccnc2)ccc1-n1cnnn1,5%,1%,-0.1%,11%,5.1%,-7%,i,5.5,-0.7%,16%
CC1CCCCN1CCNC(=O)C1CC(=O)N(c2ccc(F)c(Cl)c2)C1 (centres undefined),4%,33%,-0.1%,6%,2.2%,/,i,0.8,-0.2%,18%
Cc1ccc(-c2nc(CS(=O)(=O)CC(=O)NCCN3CCOCC3)c(C)o2)cc1,-5%,-59%,-0.2%,2%,0.2%,-15%,i,0.4,0.1%,4%
O=C(c1cnn2c(C(F)(F)F)cc(-c3cccs3)nc12)N1CCN(Cc2ccccc2)CC1,-5%,3%,0.8%,-1%,-4.9%,-20%,i,0.4,0.4%,-2%
CC(C)[C@H](NC(=O)OC(C)(C)C)C(=O)N/N=C/c1cccc2nccnc12,10%,16%,0.0%,-11%,-2.0%,16%,i,6.1,0.9%,7%
CN(CCOc1ccccc1)C(=O)C1CCC(=O)N(CCCN2CCCC2=O)C1 (centres undefined),1%,30%,0.3%,15%,2.3%,-37%,i,0.7,0.3%,1%
Cc1c(CC(=O)O)c(=O)oc2cc(OCc3nn[nH]n3)ccc12,13%,15%,0.0%,11%,-1.8%,-8%,/,/,0.7%,-2%
COc1cccc(Cn2nnc3c(=O)[nH]c(C4CCCN(C(=O)c5ccccc5Cl)C4)nc32)c1 (centres undefined),28%,16%,-0.1%,27%,2.6%,21%,i,0.3,-1.0%,-1%
O=C(Nc1cnn(Cc2ccc(Cl)cc2Cl)c1)c1cc(-c2cccs2)on1,-6%,10%,-0.1%,5%,0.2%,-21%,i,6.5,-1.6%,-6%

# Screening data deposited in PubChem BioAssay by several laboratories.
